# Assay outcomes (PubChem BioAssay)
# TDP1 cell noCPT: qHTS for Inhibitors of human tyrosyl-DNA phosphodiesterase 1 (TDP1): qHTS in cells in absence of CPT; DT40 Tdp1-/- hTDP1 cells, no CPT, ATP luminescence, 48 h; Potency, µM (titrated, usually from 46.2 µM), for the others: at the highest dose activity change, negative = growth inhibition, hits mostly inhibitors; 15% of 420,000 active; further: nearly all actives have a fitted effect of over 55% in size
#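 Stably hTDP1-transfected Tdp1-null chicken DT40 cells were treated with library compounds minus camptothecin and grown for at least 48 hr at 37 °C, after which cellular ATP was quantified by luminescence.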
# GCN5L2 inh: blocks human GCN5L2 histone acetyltransferase; AID 504327; Potency, µM (titrated, usually from 58.9 µM), without a hit: at the top dose activity change, negative = inhibition, actives largely listed as inhibitors; GCN5L2 HAT assay, ThioGlo1 CoA-SH fluorescence; 0.21% of 390,000 active
# Target sequence (Q92830 whole entry, looked up): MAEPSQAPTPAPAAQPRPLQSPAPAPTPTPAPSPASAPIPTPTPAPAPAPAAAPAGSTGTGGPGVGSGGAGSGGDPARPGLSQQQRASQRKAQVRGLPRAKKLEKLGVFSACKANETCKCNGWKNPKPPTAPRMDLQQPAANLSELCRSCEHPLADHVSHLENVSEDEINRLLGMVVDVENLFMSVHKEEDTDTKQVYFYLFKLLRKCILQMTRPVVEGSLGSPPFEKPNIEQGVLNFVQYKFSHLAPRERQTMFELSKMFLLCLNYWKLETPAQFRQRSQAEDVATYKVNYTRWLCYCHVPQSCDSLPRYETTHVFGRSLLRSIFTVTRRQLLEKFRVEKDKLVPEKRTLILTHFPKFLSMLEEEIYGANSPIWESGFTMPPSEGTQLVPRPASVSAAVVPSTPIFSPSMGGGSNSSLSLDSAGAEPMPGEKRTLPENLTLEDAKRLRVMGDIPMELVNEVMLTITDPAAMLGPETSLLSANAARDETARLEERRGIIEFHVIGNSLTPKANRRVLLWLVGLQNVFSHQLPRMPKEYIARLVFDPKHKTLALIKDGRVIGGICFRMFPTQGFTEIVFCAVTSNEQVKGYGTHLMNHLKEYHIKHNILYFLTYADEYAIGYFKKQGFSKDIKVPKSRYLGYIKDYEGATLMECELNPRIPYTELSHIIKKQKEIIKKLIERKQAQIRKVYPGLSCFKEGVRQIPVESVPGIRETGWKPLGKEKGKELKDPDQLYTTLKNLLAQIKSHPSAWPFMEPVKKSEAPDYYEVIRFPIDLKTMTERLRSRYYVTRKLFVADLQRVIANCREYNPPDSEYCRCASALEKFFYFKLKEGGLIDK
#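 Titration-based screen in which CoA formation is detected via maleimide probe ThioGlo1 (50uM) turning fluorescent on thiol reaction; substrates H3(1-25) 75uM and acetyl-CoA 70uM, GCN5L2 20nM, 20 min incubation at room temperature.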
# TDP1 cell CPT: growth inhibition of DT40 Tdp1-/-;hTDP1 cells with camptothecin (screen for TDP1 inhibitors); chicken DT40 Tdp1-/-;hTDP1 cells + 20 nM CPT, ATP luminescence, 48 h; Potency, µM (highest dose often 46.2 µM), for inactives: top-dose activity change, negative = growth inhibition, usual class: inhibitors; 12% of 420,000 active; AID 686979; further: nearly all actives have a fitted effect of over 55% in size
#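 Chicken DT40 Tdp1-/- cells complemented with human TDP1, 400 cells/well, exposed to compounds plus 20 nM camptothecin for at least 48 h at 37 C; viability read as ATP content by CellTiter-Glo luminescence.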
# Starred values were filed as active, the others as inactive; ? = inconclusive; nt = no result given; & = joins results of further samples. The call rests on the fitted dose curve; in most records, active means well fitted curve in the direction sought with a large enough effect; inconclusive means small, poorly fitted or top-dose-only effect, or another doubt; inactive means no such curve, though single readings can be large; an effect the other way counts as inactive or inconclusive. On the % scale 0 is the no-effect control and ±100 the full control effect; potency means the concentration at half of the fitted maximal effect. An excerpt; count on the stated rates, not on these rows.
Compound,TDP1 cell noCPT,GCN5L2 inh,TDP1 cell CPT
CC(C)c1ncc(CO)n1Cc1c(Cl)cccc1Cl,?,nt,?
CNC(=O)c1ccsc1NC(=O)CS(=O)(=O)c1ccccc1,-16%,1%,-2%
O=C(N/N=C1/CCSC1)c1cccc([N+](=O)[O-])c1,-3%,-2%,-14%
CCN(C(=O)Cn1cnc2c1c(=O)n(C)c(=O)n2C)C1CCS(=O)(=O)C1 (centres undefined),-1%,-5%,0%
CC(NC(=O)C(=S)N1CCN(C)CC1)c1ccccc1 (centres undefined),-2%,3%,-2%
COc1ccccc1N1CC(C)(C)C(=O)N(C(=O)c2c(F)cccc2Cl)C1=S,?,-4%,8%
O=S(=O)(c1ccccc1)N1CCSC1c1ccco1 (centres undefined),-25%,-2%,-5%
COC(=O)Oc1cncc(C(=O)O)c1,-19%,-1%,-2%
CC1=C(C(=O)Nc2ccccc2)C(c2cccnc2)n2nc(-c3cccnc3)nc2N1 (centres undefined),-15%,-2%,9%
COc1ccccc1CNC(=O)c1cc(-c2cc(F)ccc2OC(C)C)n[nH]1,21µM*,nt,16µM*
CN(c1ccccc1)S(=O)(=O)c1cccc(NC(=O)CSc2ncc(C(F)(F)F)cc2Cl)c1,?,-9%,9%
COc1ccc(CNC(=O)c2cnn(-c3ccccc3)c2-n2cccc2)cc1OC,18µM*,-7%,?

# Continued:
Compound,TDP1 cell noCPT,GCN5L2 inh,TDP1 cell CPT
Cc1cc(C)cc(NC(=O)C2CCCN2S(=O)(=O)c2ccc3c(c2)C(C)(C)C(=O)N3C)c1 (centres undefined),?,-2%&-6%,16µM*
CCc1nc2c(OCc3ccccc3C(=O)OC)cccn2c1N(C)C(=O)Nc1ccccc1OC,?,nt,?
O=C(c1ccc(F)cc1)N1CCOCC1,-5%,-6%,4%
O=C(CCC(=O)c1ccc(Oc2ccccc2)cc1)Nc1cccc(Cl)c1,-11%,1%,16%
Cc1ccc2c(c1)ncc[n+]2CC(=O)c1ccc(Cl)cc1Cl,-29%,nt,-12%
CC(=O)NC1=NN(C(C)=O)C(C)(c2ccc(Cl)s2)S1 (centres undefined),5.2µM*,-3%,6.5µM*
COc1cc(OC)cc(C(=O)NN2CCCCC2)c1,-11%,2%,-7%
COc1ccc(Cn2ccc(=O)c(Cc3c(Cl)cccc3Cl)c2C)cc1,?,-8%,-25%
CN(C(=O)CSc1ncnc2sc3c(c12)CCC3)C1CCS(=O)(=O)C1 (centres undefined),5%,-2%,-6%
Cc1nnc(SCCC(=O)Nc2ccc(F)cc2)s1,-27%,0%,-19%
O=C1CCN(Cc2ccccc2)C(=O)N1c1ccccc1,1%,1%,-5%
CCOC(=O)/C(C#N)=N\Nc1ccc(S(=O)(=O)Nc2nc(C)cc(C)n2)cc1,-17%,-14%,1%

# Continued.
Compound,TDP1 cell noCPT,GCN5L2 inh,TDP1 cell CPT
O=S(=O)(/C=C/c1ccccc1)Nc1ccc(N2CCOCC2)cc1,?,-9%,?
Cc1nc(-c2ccncc2)sc1C(=O)Nc1ccc(Br)cc1,-15%,-6%,5%
COc1ccccc1-c1nc(-c2ccccn2)no1,13µM*,-4%,13µM*
Cc1ccc(C2(C)NC(=O)N(CC(=O)Nc3ccccc3N3CCCCC3)C2=O)cc1 (centres undefined),?,-10%,?
CC1CN(c2nn3c(=O)c4ccccc4nc3c3ccccc23)CC(C)O1 (centres undefined),5.8µM*,-17%,8.2µM*
CCc1c(C)nc2nc(SCc3ccccc3Cl)[nH]n2c1=O,?,0%,-10%
N#Cc1c2n(cnc1=O)CCCCC2,-2%,nt,14%
Cc1nc2cc(NC(=O)C3CC34CCN(Cc3ccc(O)c(Cl)c3)CC4)ccc2s1 (centres undefined),-13%,nt,6%
C=CCn1c2ccccc2c2nnc(SC(CC)C(=O)Nc3sc4c(c3C#N)CCCC4)nc21 (centres undefined),?,-7%,-24%
Cc1cc(S(=O)(=O)Nc2cc3c(cc2Cl)n(C)c(=O)c(=O)n3C)ccc1F,?,-3%,-22%
COc1cccc(Cl)c1NC(=O)N1CCc2c([nH]c3ccccc23)C1C(F)(F)F (centres undefined),?,-3%,-26%
COc1ccc(C2=Nn3c(nnc3-c3ccc(OC)cc3)SC2)cc1,1µM*,?,1.8µM*

# Carrying on.
Compound,TDP1 cell noCPT,GCN5L2 inh,TDP1 cell CPT
CC(=O)c1cccc(CN2CCC(C(=O)Nc3ccc(-c4cccc(C)c4)cc3)CC2)c1,6.5µM*,-2%,10µM*
O=C(CSc1nc2nn(-c3ccccc3)c(=O)c-2c2n1CCCCC2)c1ccc(O)c(O)c1,?,?,?
Cc1ccc2c(c1)NCC(C(=O)NCc1ccccc1)O2 (centres undefined),0%,1%,?
Cc1cc(NN)nc(NS(=O)(=O)c2ccc(Cl)cc2)n1,-1%,-6%,-2%
COc1cc(Cl)c(S(=O)(=O)N2CCOCC2)cc1Cl,-13%,-11%,0%
CCS(=O)(=O)c1ncc(Cl)c(C(=O)Nc2c(C(=O)c3ccc(C)cc3)oc3ccccc23)n1,1.6µM*,-3%,1.6µM*
CN(CC(=O)Nc1ccccc1C(F)(F)F)C(=O)Cn1c(=O)oc2ccccc21,0%,-7%,4%
Cc1nn(CC(=O)N2CCc3ccccc3C2)c(C)c1Cl,-20%,-16%,-14%
O=C(CSc1ncc(-c2ccccc2)n1CC1CCCO1)N1CCCCC1 (centres undefined),-16%,2%,-9%
Cc1ccc(C(=O)OCC(=O)NCc2ccc3c(c2)OCO3)cc1S(=O)(=O)N1CCOCC1,-12%,-4%,-10%
N#Cc1ccccc1OCC(=O)OCC(=O)NCc1ccc2c(c1)OCO2,7%,-6%,0%
O=C(CNC(=O)c1ccc(Br)o1)Nc1cccc(S(=O)(=O)N2CCOCC2)c1,2%,1%,2%

# In a second layout: 6 of the compounds above.
# Order of values – TDP1 cell noCPT	GCN5L2 inh	TDP1 cell CPT
CCS(=O)(=O)c1ncc(Cl)c(C(=O)Nc2c(C(=O)c3ccc(C)cc3)oc3ccccc23)n1
  1.6µM*	-3%	1.6µM*
Cc1ccc2c(c1)NCC(C(=O)NCc1ccccc1)O2 (centres undefined)
  0%	1%	?
COc1cc(Cl)c(S(=O)(=O)N2CCOCC2)cc1Cl
  -13%	-11%	0%
Cc1cc(NN)nc(NS(=O)(=O)c2ccc(Cl)cc2)n1
  -1%	-6%	-2%
N#Cc1ccccc1OCC(=O)OCC(=O)NCc1ccc2c(c1)OCO2
  7%	-6%	0%
O=C(CSc1nc2nn(-c3ccccc3)c(=O)c-2c2n1CCCCC2)c1ccc(O)c(O)c1
  ?	?	?

# Other structures.
Compound,TDP1 cell noCPT,GCN5L2 inh,TDP1 cell CPT
O=C(Cc1ccc2c(c1)OCCO2)N1CCN(S(=O)(=O)c2cccc(C(F)(F)F)c2)CC1,-20%,5%,?
CCCCCCc1cc2cc(S(=O)(=O)c3ccc(F)c(Cl)c3)c(=O)oc2cc1O,7.3µM*,1%,5.8µM*
C[C@H]1Cn2cnc(C(=O)NCc3ccc(CNC(=O)OC(C)(C)C)cc3)c2C(=O)N1,?,nt,-30%
N#CCC(=O)Nc1ccc(C(=O)OCC(=O)c2ccc3c(c2)NC(=O)CO3)cc1,1%,0%,-1%
Cc1csc(Nc2ccc(Cl)cc2)n1,-28%,-17%,-25%
COc1ccccc1-c1cnc(C(O)c2ccc(F)cc2C)[nH]1 (centres undefined),?,nt,?
O=C(Cc1ccc(-c2ccccc2)cc1)Nc1ccccc1,2%,-7%,15%
C/C(=N\NC(=O)c1cccs1)c1ccncc1,14%,1%,0%
CCC(C(=O)Nc1ccc(C(=O)OC)cc1)n1nc(-c2ccc(C)cc2)c2c(c1=O)CCCC2 (centres undefined),?,5%,?
Cc1ccc(Cn2c(O)c(N=NC(=S)Nc3ccccc3F)c3ccccc32)cc1,5.8µM*,-8%,6.5µM*
COc1cccc(C(N)c2nc(-c3cc(F)cc(F)c3)cs2)c1 (centres undefined),?,nt,?
O=C(CN1CCN(c2ccccc2)CC1)Nc1ccccc1C(F)(F)F,?,1%,?

# Next structures follow:
Compound,TDP1 cell noCPT,GCN5L2 inh,TDP1 cell CPT
Cc1cc(C)nc(N(C#N)CN2C(=O)c3ccccc3S2(=O)=O)n1,15µM*,-3%,?
O=[N+]([O-])c1cc([N+](=O)[O-])c(N2CCCCCC2)cc1NCCO,?,-15%,-23%
Cc1c(C(=O)C(=O)NCCc2ccc(S(N)(=O)=O)cc2)c2ccccc2n1C,-13%,-1%,?
CC(C)c1ccc(OCC(=O)NCC(c2ccc(Cl)cc2)N2CCOCC2)cc1 (centres undefined),18µM*,-8%,?
O=C(Nc1cccc(F)c1)[C@@H]1CCCN1,8%,3%,2%
Cc1cccc(-c2nc3ccccc3c(=O)n2N)c1,-29%,-2%,9%
O=C(NCC1CCN(c2ccc(S(=O)(=O)N3CCOCC3)cc2)CC1)Nc1ccccc1,23µM*,-9%,?
CCN(CC)c1nc(N2CCOCC2)nc2ccccc12,-26%,-3%,7%
Cc1ncoc1C(=O)Nc1cccc(Cl)c1,-1%,-3%,-4%
CC12CC(=O)C3C(CCC4=CC(=O)CCC43C)C1CC=C2CC(=O)O (centres undefined),-1%,nt,18%
CCN1C(=O)c2cccc3c(S(=O)(=O)Nc4ccccc4)ccc1c23,?,-3%,?
COc1ccccc1CNC(=O)[C@H](Cc1c[nH]c2ccccc12)NC(=O)[C@@H]1Cc2ccccc2CN1,?,-4%,?

# More structures follow:
Compound,TDP1 cell noCPT,GCN5L2 inh,TDP1 cell CPT
CCOC(=O)N1CCC(N2CCN(C3CCCC3)C(CCO)C2)CC1 (centres undefined),0%,5%,8%
O=C(Nc1ccc2ccccc2n1)c1ccccc1,?,3%,?
O=C(Nc1ccccn1)c1c(O)c2cccc3c2n(c1=O)CCC3,15µM*,-2%,15µM*
O=S(=O)(c1cccc(C(F)(F)F)c1)N1CCN(c2nc(-c3ccccc3)nc3ccccc23)CC1,-9%,nt,-17%
CN1CCN(CC(=O)c2cc(C(C)(C)C)c(O)c(C(C)(C)C)c2)CC1,-29%,0%,?
Cc1ccc(Cn2ccsc2=NC(=O)CCl)cc1,5.8µM*,-4%,12µM*
Cc1ccc(S(=O)(=O)NN2C(=O)c3ccccc3NC2C)cc1 (centres undefined),-7%,-2%,-14%
COc1ccc(N2CCN(C(=O)C3Cc4ccccc4CN3C(=O)c3ccccc3)CC2)cc1 (centres undefined),?,-6%,-22%
CN(C(=O)COC(=O)c1ccc2[nH]c3c(c2c1)CCCC3)C1CCS(=O)(=O)C1 (centres undefined),-3%,-1%,-15%
Cc1ccc2cc(C#N)c(N3CCN(C(=O)c4cccs4)CC3)nc2c1,21µM*,-1%,?
CC(CCN1CCC(n2nccc2NC(=O)c2ccccc2Cl)CC1)c1ccccc1 (centres undefined),-2%,-4%,?
COC(=O)c1ccc(CSc2ccccc2C)o1,?,0%,?

# Remaining list, next part.
Compound,TDP1 cell noCPT,GCN5L2 inh,TDP1 cell CPT
CC1CC(C(=O)Nc2ccccc2)C(=O)O1 (centres undefined),2%,nt,1%
CC(C)(O)[C@@H]1Cc2c(ccc3ccc(=O)oc23)O1,-12%,-6%,-8%
CNCC(O)COc1ccccc1 (centres undefined),-3%,1%,-7%
COC(CC(=O)NNC(=S)Nc1ccccc1)OC,0%,-1%,-2%
CCc1noc(C)c1C(=O)NCCc1ccc(S(N)(=O)=O)cc1,0%,-12%,-10%
COc1ccccc1CC(NC(C)=O)C(=O)NC1CCN(C(=O)Nc2ccc(F)cc2)CC1 (centres undefined),2%,1%,-18%
Cc1c(NC(=O)C(C)OC(=O)CCC2CCCC2)c(=O)n(-c2ccccc2)n1C (centres undefined),2%,-4%,-2%
O=C(COC(=O)C1=NN(c2ccccc2)C(=O)CC1)Nc1ccc([N+](=O)[O-])cc1C(F)(F)F,-18%,-5%,1%
CCOc1cc(C(=O)N2CCCN(C)CC2)cc(OCC)c1OCC,0%,1%,11%
Cc1ccc(F)c(C2=CC(=O)C[C@H](c3ccc(F)cc3)C2)c1,?,-3%,-12%
CC12CCC3C(CCC4N(CCO)CCC34C)C1CCC2O (centres undefined),11%,0%,-5%
O=C(Nn1cnc2ccccc2c1=O)c1ccc(Cl)c([N+](=O)[O-])c1,-16%,-2%,3%

# New compounds follow:
Compound,TDP1 cell noCPT,GCN5L2 inh,TDP1 cell CPT
COc1ccc(-c2ccc(CCC(=O)O)n2C(C)C)cc1,-2%,-5%,-3%
COc1ccccc1OCCC(=O)OCC(=O)Nc1cccc(Br)c1,-10%,-5%,2%
COc1ccc(C(=O)O)cc1S(=O)(=O)Nc1ccc2cn[nH]c2c1,-1%,-5%,1%
COc1ccccc1C(=O)NC(=O)COC(=O)c1nc(Cl)ccc1Cl,-2%,-1%,-17%
